# UHRF1 binding = UHRF1 methylated DNA binding inhibitors, primary screen, counter-screen for MBD2 inhibitor project, biochemical, TR-FRET, human UHRF1, single concentration; UHRF1 binding to methylated oligo; AID 687016, 2013; inhibition, % at 4.4 µM; 370,000 compounds, 0.75% hits; in the data active means inhibition above about 21%;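 further: UHRF1 SRA domain binding a hemimethylated CpG hairpin DNA probe; 0% = median of test compound wells and 100% = reference inhibitor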
# NR1D1 modulator = modulators of Rev-erb alpha DNA binding, primary screen, biochemical, FITC-DNA, fluorescence polarization, uHTS. Rev-erbα–FITC-DNA binding, 90 min. Nuclear receptor subfamily 1 group D member 1 (Homo sapiens), P20393. activity, % at 10 µM. 370,000 compounds, 0.79% hits;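 active means activity above about 14%, limit read from the data; passing the limit was not always enough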;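 further: 0% = DMSO wells with 35 nM protein and 100% = DMSO wells with 750 nM protein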
# PLCb3 inh = human PLC-beta3 inhibitors, primary screen, biochemical, fluorescence; Purified PLC-beta3, fluorogenic substrate; inhibition, % at 12.2 µM; 370,000 compounds, 0.18% hits; in the data active means inhibition above about 11%;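 further: 0% = median of compound wells on plate and 100% = full blocker control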
# KLK7 zymogen act = proKLK7 zymogen activators, primary screen, biochemical, fluorescence intensity. purified proKLK7, EDANS-DABCYL substrate fluorescence; 100% is mature enzyme control, 0% vehicle. activation, % at 7 µM. AID 652039, 2013. 370,000 compounds, 0.9% hits;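 active means activation above the mean of all tested compounds plus 3 SD, computed per campaign excluding outliers beyond control limits, cut at about 13% in these data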
# Tn7 DDE FP = inhibitors of Tn7 peptide binding to fibrin DD(E), primary screen, biochemical, fluorescence polarization, human fibrin, Tn7 probe. Fibrinogen beta chain (Homo sapiens), P02675. FP displacement of FITC-Tn7 peptide from fibrin DD(E); 0% = median of compound wells per plate. inhibition, % at 8.3 µM. 370,000 compounds, 0.13% hits;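 active means inhibition above the mean of compounds falling within the control limits plus 3 SD of them, cut at about 14% in these data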;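 further: 0% = plate median of compound wells and 100% = 10 µM Aha-Tn7 peptide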
#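 System: human fibrin DD(E); quantity: Fibrin-DD(E) at 2 µM final; also added: fluorescent Tn7 probe at 0.1 µM; compound dosing: single nominal test concentration of 8.3 µM per compound; schedule: 10 min preincubation, 3 h with tracer, room temperature; detection: fluorescence polarization of the labelled Tn7 tracer; repeats: one replicate per compound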
# ARFGAP1 inhibitor = inhibitors of rat ARFGAP1 GAP activity, primary screen, biochemical, fluorescence polarization, GDP tracer. 360,000 compounds, 0.26% hits. Arfgap1-stimulated ARF1 GTP hydrolysis, GDP FP detection. inhibition, % at 16.5 µM. AID 651572, 2012;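 active means inhibition above a per-plate limit, mean inhibition of low control wells plus 3 SD, cut at about 25% in these data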;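 further: 0% = DMSO wells with enzyme and 100% = wells lacking Arfgap1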
# Target sequence (Q62848 1-136 limits assumed): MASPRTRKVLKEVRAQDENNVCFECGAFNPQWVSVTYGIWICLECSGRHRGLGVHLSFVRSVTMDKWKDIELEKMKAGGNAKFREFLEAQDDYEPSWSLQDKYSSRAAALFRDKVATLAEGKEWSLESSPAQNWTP
#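 Material: truncated rat Arfgap1 GAP domain; Incubation: compound-enzyme preincubation 20 min, reaction 120 min, detection 60 min, 25 °C; Read-out: percent inhibition of Arfgap1-stimulated GTP hydrolysis; Technique: FP, GDP Alexa 633 tracer displaced from anti-GDP antibody, 620/688 nm; Controls: No-Arfgap1 wells (100%) versus DMSO full-reaction wells (0%); Replication: single well per compound.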
# PLC-gamma1 inh = PLC-gamma1 enzyme inhibitors, primary screen, biochemical, fluorescence, purified enzyme; fluorogenic substrate; inhibition, % at 12.2 µM; 370,000 compounds, 0.84% hits; AID 720700, 2013; in the data active means inhibition above about 9.5%
# Tn6 DDE FP = inhibitors of Tn6 peptide binding to fibrin DD(E), primary screen, biochemical, fluorescence polarization, human fibrin, Tn6 probe; Fibrinogen beta chain (Homo sapiens), P02675; Fibrin DD(E) TRITC-Tn6 fluorescence polarization displacement; inhibition, % at 8.3 µM; 370,000 compounds, 0.21% hits; AID 720509, 2013;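 active means inhibition above a per-campaign cutoff: mean of compounds within control limits plus 3 SD, cut at about 15% in these data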;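 further: 0% = median of all compound wells on the plate and 100% = blocking peptide control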
# ASAP1 GAP inh = inhibitors of human ASAP1 ArfGAP activity, primary screen, biochemical, fluorescence polarization; ASAP1-stimulated ARF1 GTP hydrolysis, GDP FP detection; inhibition, % at 16.5 µM; 360,000 compounds, 0.19% hits; AID 624377, 2012; in the data active means inhibition above about 25%;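 further: 0% = vehicle with enzyme and substrate and 100% = no enzyme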
# Target sequence (Q9ULH1 325-724 limits assumed): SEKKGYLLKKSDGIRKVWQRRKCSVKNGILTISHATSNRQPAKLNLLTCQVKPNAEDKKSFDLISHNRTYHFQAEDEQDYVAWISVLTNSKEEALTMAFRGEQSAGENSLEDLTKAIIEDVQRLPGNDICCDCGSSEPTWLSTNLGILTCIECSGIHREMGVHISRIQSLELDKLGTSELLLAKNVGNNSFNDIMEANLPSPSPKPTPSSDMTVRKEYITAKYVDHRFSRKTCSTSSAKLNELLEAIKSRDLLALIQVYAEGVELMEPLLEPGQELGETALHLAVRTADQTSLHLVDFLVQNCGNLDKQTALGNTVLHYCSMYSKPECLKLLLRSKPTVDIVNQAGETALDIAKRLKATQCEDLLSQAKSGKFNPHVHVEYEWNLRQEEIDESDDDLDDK
# sPLA2-III inh = human group III sPLA2 inhibitors, primary screen, biochemical, QFRET, BODIPY PC-A2 liposome substrate; QFRET BODIPY PC-A2 liposome hydrolysis, fluorescence; Group 3 secretory phospholipase A2 (Homo sapiens), Q9NZ20; AID 743126, 2013; 370,000 compounds, 0.56% hits; inhibition, % at 12.2 µM;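 active means inhibition above mean plus 3 SD of compounds lying within the high and low control bounds, cut at about 19% in these data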;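 further: 0% = median of test compound wells and 100% = no enzyme DMSO wells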
# Target sequence (Q9NZ20 whole entry, looked up): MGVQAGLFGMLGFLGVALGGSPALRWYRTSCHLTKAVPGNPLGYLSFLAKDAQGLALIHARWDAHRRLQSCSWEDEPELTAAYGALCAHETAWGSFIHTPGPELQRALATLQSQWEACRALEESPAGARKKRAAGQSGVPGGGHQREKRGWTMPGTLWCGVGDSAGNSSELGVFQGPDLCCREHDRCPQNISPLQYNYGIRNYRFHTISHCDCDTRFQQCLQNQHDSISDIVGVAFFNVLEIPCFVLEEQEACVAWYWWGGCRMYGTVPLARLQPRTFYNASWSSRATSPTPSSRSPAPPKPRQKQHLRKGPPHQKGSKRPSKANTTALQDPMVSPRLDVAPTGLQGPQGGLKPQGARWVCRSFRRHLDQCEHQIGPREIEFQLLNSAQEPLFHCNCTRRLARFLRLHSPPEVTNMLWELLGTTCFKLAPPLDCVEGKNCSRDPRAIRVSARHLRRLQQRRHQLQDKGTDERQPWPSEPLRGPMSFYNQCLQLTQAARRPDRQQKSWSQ
# Numbers without * were called inactive.
1: O=C(Cn1[nH]c(=O)c2ccccc2c1=O)Nc1ccc(-c2nnc3n2CCCCC3)cc1
2: COc1ccc(/C=C/C(=O)O)cc1COc1ccccc1C
3: O=C(Cn1cc(C(=O)c2ccco2)c2ccccc21)NC1CCCCC1
4: COc1cc(C)nc(N2CCCC(C(=O)Nc3ccccc3Br)C2)n1 (configuration not stated)
5: Cc1ccc(CN2CCN(Cc3cccn3-c3ccc(Cl)cn3)CC2CCO)o1 (configuration not stated)

Compound	1	2	3	4	5
UHRF1 binding	-1	0	3	-1	1
NR1D1 modulator	7	3	-1	-4	-6
PLCb3 inh	2	-3	-14	-2	-1
KLK7 zymogen act	0.0	-0.2	0.3	0.8	-0.2
Tn7 DDE FP	-7	-1	-1	0	4
ARFGAP1 inhibitor	7	10	9	-9	6
PLC-gamma1 inh	2	-1	-2	0	-1
Tn6 DDE FP	8	-2	0	1	1
ASAP1 GAP inh	20	-1	-2	13	-4
sPLA2-III inh	-2	-13	-1	0	-4

6: Cc1cccc(C(=O)Nc2cccc(OCC(=O)O)c2)c1
7: CCc1nc2nc(C)c(NS(=O)(=O)c3ccc4c(c3)CCCC4)c(=O)n2[nH]1
8: COc1ccccc1NC(=O)Nc1nc(CC(=O)Nc2ccccc2F)cs1
9: COc1ccccc1NS(=O)(=O)c1ccc(C(=O)NCCCN2CCCC2=O)cc1
10: CCN1CCN(CCNC(=O)c2ccc3c(c2)N(Cc2ccc(F)cc2)C(=O)/C(=C/c2ccccc2)S3)CC1

Compound	6	7	8	9	10
UHRF1 binding	-1	-1	0	-4	-2
NR1D1 modulator	4	-7	2	-2	1
PLCb3 inh	4	-3	-6	-8	-58
KLK7 zymogen act	-0.2	0.5	1.2	0.8	-1.6
Tn7 DDE FP	1	-4	8	-4	1
ARFGAP1 inhibitor	4	6	5	11	3
PLC-gamma1 inh	3	0	-3	-1	-34
Tn6 DDE FP	5	-1	-16	-8	-4
ASAP1 GAP inh	0	-11	13	0	-9
sPLA2-III inh	2	-2	-14	-1	-25

11: C=CCSc1nnc(-c2cc3c(-c4ccccc4)nn(C)c3s2)n1C
12: O=C(CSc1ccccn1)Nc1cccc2ccccc12
13: Cc1nn(-c2ccc(Cl)c(Cl)c2Cl)c(=O)c2ccccc12
14: COc1cccc(-c2nn(-c3ccccc3)cc2CN(C)Cc2ccno2)c1
15: CCC(C)Sc1ccc([C@H]2N[C@@](Cc3ccccc3)(C(=O)OC)[C@H]3C(=O)N(C)C(=O)[C@@H]23)cc1 (some centres not stated)

Compound	11	12	13	14	15
UHRF1 binding	-1	3	5	0	-1
NR1D1 modulator	2	-5	-1	-4	4
PLCb3 inh	-14	-5	5	-1	0
KLK7 zymogen act	-1.6	0.8	-0.2	0.6	0.2
Tn7 DDE FP	-2	-3	1	-3	1
ARFGAP1 inhibitor	13	14	3	5	-14
PLC-gamma1 inh	-9	1	11*	1	-3
Tn6 DDE FP	-3	0	1	3	3
ASAP1 GAP inh	-7	-2	-4	4	-7
sPLA2-III inh	-8	-2	-8	-10	-11

16: c1cncc(-c2nc3ccccc3o2)c1
17: CC(=O)CSc1nnc(-c2ccncc2)n1C
18: CC(=O)Nc1ccc(C)cc1
19: CCn1c(=O)n(CC)c2cc(N3CCCC3)c(NC(=O)c3ccccc3Br)cc21
20: O=C(CN(CC1CCCO1)C(=O)CCC(=O)Nc1nccs1)NCc1ccccc1 (configuration not stated)

Compound	16	17	18	19	20
UHRF1 binding	-2	2	-1	-3	-2
NR1D1 modulator	-1	0	-10	-6	-7
PLCb3 inh	-4	2	5	-34	1
KLK7 zymogen act	-0.7	-0.3	0.6	1.4	0.1
Tn7 DDE FP	4	1	-2	5	10
ARFGAP1 inhibitor	-6	0	7	-9	14
PLC-gamma1 inh	-3	0	1	-16	5
Tn6 DDE FP	0	-8	-4	-6	9
ASAP1 GAP inh	-15	-8	8	16	6
sPLA2-III inh	0	7	-9	-2	4

21: O=C(NC(=S)Nc1ccc(C(F)(F)F)cc1)c1csnn1
22: O=C(Cc1cccs1)NCCc1ccc(Cl)cc1
23: CCCCC(=O)Nc1cc(C)c(NC(=O)c2ccco2)cn1
24: COc1cccc(CNc2nc3cc(-c4cccc(C(=O)NCCO)c4)sc3c(=O)n2C)c1
25: Cc1occc1C(=O)O/N=C(\N)c1ccccc1

Compound	21	22	23	24	25
UHRF1 binding	-4	-1	0	-2	6
NR1D1 modulator	3	7	-4	7	-2
PLCb3 inh	-3	-5	-7	-1	-4
KLK7 zymogen act	-0.5	-0.4	-0.2	0.2	-0.1
Tn7 DDE FP	4	-6	-1	-5	4
ARFGAP1 inhibitor	-2	8	3	13	15
PLC-gamma1 inh	-2	1	-1	-4	3
Tn6 DDE FP	-1	-6	6	-5	-4
ASAP1 GAP inh	0	0	9	14	-7
sPLA2-III inh	13	-3	7	-8	0

26: O=C(NCc1ccc(Cl)cc1)c1cccc(NC2=NC3CS(=O)(=O)CC3S2)c1 (configuration not stated)
27: CC(C)OP(=O)(c1ccc(N(C)C)cc1)C(O)c1c(Cl)cccc1Cl (configuration not stated)
28: O=C1CCC(C(=O)Nc2cccc(S(=O)(=O)N3CCOCC3)c2)N1 (configuration not stated)
29: COCC1CCCN(C(=O)c2ccc(OC3CCN(Cc4ccccn4)CC3)cc2)C1 (configuration not stated)
30: Cn1c(=O)c2c(nc(SCC(=O)O)n2Cc2cc3c(cc2Cl)OCO3)n(C)c1=O

Compound	26	27	28	29	30
UHRF1 binding	0	1	-1	1	1
NR1D1 modulator	-4	-1	-2	-4	-3
PLCb3 inh	-2	2	-7	1	-3
KLK7 zymogen act	0.4	0.4	0.0	-0.1	-0.7
Tn7 DDE FP	-10	1	1	-6	9
ARFGAP1 inhibitor	2	-3	5	-6	8
PLC-gamma1 inh	4	0	0	1	-2
Tn6 DDE FP	-2	4	-2	1	0
ASAP1 GAP inh	6	4	1	11	-3
sPLA2-III inh	0	0	8	-1	10

31: Cc1ccc(N2C(=O)N3[C@H](c4cccc(C)c4)[C@@H]4C(=O)N(Cc5ccccc5)C(=O)[C@@H]4[C@]3(C)C2=O)cc1
32: CCCC#Cc1ccc2c(c1)COc1c3ccccc3nn1-2
33: CCOc1ccccc1C=C1SC(=S)N(CC)C1=O
34: CC(=O)Nc1sc(C)c(C)c1C(=O)OCC(=O)N(CC(C)C)C1CCS(=O)(=O)C1 (configuration not stated)
35: Cc1ccc(NC(=O)CN2C(=O)NC3(CCCc4ccccc43)C2=O)cc1S(=O)(=O)N1CCOCC1 (configuration not stated)

Compound	31	32	33	34	35
UHRF1 binding	-2	-5	2	0	-1
NR1D1 modulator	-5	3	4	-3	-3
PLCb3 inh	5	0	5	-4	1
KLK7 zymogen act	-0.4	0.3	0.2	0.2	0.2
Tn7 DDE FP	8	5	-10	2	-7
ARFGAP1 inhibitor	-3	9	-19	2	-16
PLC-gamma1 inh	1	-1	3	-1	6
Tn6 DDE FP	-9	-4	5	3	-4
ASAP1 GAP inh	1	8	10	-8	3
sPLA2-III inh	-2	3	-1	-2	-36

36: COc1ccc(C(=O)CSc2nnc(CNc3nc(-c4ccccc4)cs3)n2C)cc1
37: O=C(Nc1ccc([N+](=O)[O-])cc1)c1ccc(S(=O)(=O)N2CCCC2)cc1
38: CN1C(=O)C(CC(=O)Nc2ccc(F)cc2)N(Cc2cccs2)C1=S (configuration not stated)
39: COc1cc(/C=C/C(=O)OCC(=O)NCCC2=CCCCC2)ccc1O
40: CC1CCCCN1C(=O)CCNS(=O)(=O)c1ccc2c(c1)c(=O)n(C)c(=O)n2C (configuration not stated)

Compound	36	37	38	39	40
UHRF1 binding	-2	2	-2	-3	0
NR1D1 modulator	1	5	3	-9	-3
PLCb3 inh	1	2	-14	-63	-5
KLK7 zymogen act	0.1	0.7	0.9	-0.8	0.1
Tn7 DDE FP	1	-2	1	6	-2
ARFGAP1 inhibitor	-15	-3	2	-2	-4
PLC-gamma1 inh	4	1	-7	-38	1
Tn6 DDE FP	-3	11	1	10	0
ASAP1 GAP inh	12	10	4	-14	7
sPLA2-III inh	-47	-6	-49	-12	0

41: N#Cc1cc2c(nc1SCC(=O)Nc1nccs1)CCCCC2
42: CN=C1C([N+](=O)[O-])=CC=C2C1=NC1(CCCCC1)N2O
43: O=C(NCCC1=CCCCC1)N[C@@H](Cc1ccccc1)C(=O)O
44: S=C1NC[C@H](CC2CCCCC2)N1CCc1cccc2ccccc12
45: CCC1CC2(C)NC(=O)c3c(sc4c3CC(C)(C)OC4)N2C1=O (configuration not stated)

Compound	41	42	43	44	45
UHRF1 binding	-2	-18	3	-1	0
NR1D1 modulator	23	5	0	10	0
PLCb3 inh	-492	5	5	-3	-36
KLK7 zymogen act	9.5	0.2	0.0	0.1	2.0
Tn7 DDE FP	-8	-5	-4	8	-4
ARFGAP1 inhibitor	21	0	0	5	0
PLC-gamma1 inh	-325	-1	4	1	-31
Tn6 DDE FP	-6	-6	9	6	-5
ASAP1 GAP inh	9	8	2	0	-5
sPLA2-III inh	0	-4	-7	-22	0

46: Cc1ccc(C(=O)OCC(=O)N2CCCCCC2)cc1S(=O)(=O)N1CCOCC1
47: CCCCn1nnnc1SCC(=O)Nc1ccc(N(C)C)cc1
48: CC1(C(=O)NCc2cccc3ccccc23)CCN1CCc1ccccc1 (configuration not stated)
49: CN(c1ccc(C(=O)NCc2ccc3c(c2)OCO3)cc1)S(C)(=O)=O
50: CNC(=O)Nc1ccccc1C(=O)Nc1ccccc1

Compound	46	47	48	49	50
UHRF1 binding	-1	1	0	-1	6
NR1D1 modulator	-2	-3	8	-1	-4
PLCb3 inh	3	-11	-2	4	4
KLK7 zymogen act	0.1	0.3	-0.2	-0.1	-0.4
Tn7 DDE FP	7	-1	-1	-6	7
ARFGAP1 inhibitor	4	-5	-11	2	6
PLC-gamma1 inh	0	-1	0	2	2
Tn6 DDE FP	7	4	2	0	1
ASAP1 GAP inh	-16	18	-2	7	-5
sPLA2-III inh	-2	6	-14	1	3

# Screens as filed in PubChem BioAssay.
